From PubChem
BAZ2B block – qHTS Assay for Inhibitors of BAZ2B; Potency, µM (titrated, usually from 114 µM), inactives show at the top dose activity change, negative = inhibition, most hits filed as inhibitors; AlphaScreen BAZ2B-H3K14Ac peptide displacement; AID 504333, 2011; 360,000 tested, 4.4% active; also: potency is read from the fitted curve at half-maximal effect; % is scaled to controls: 0 for no effect and ±100 for the full control effect; nearly all actives have a fitted effect of over 60% in size
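AlphaScreen displacement of biotin-H3(5-23)K14Ac peptide (50 nM final) from BAZ2B (50 nM final) in PBS pH 7.4, 0.01% Tween-20; complex preformed 30 min RT, then compounds (top 110 uM) 30 min RT, beads 20 min dark.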
HP1b binding inh – HTS for Inhibitors of HP1-beta Chromodomain Interactions with Methylated Histone Tails; Chromobox protein homolog 1 (Homo sapiens), P83916; AlphaScreen HP1-beta / biotin-H3K9me3 peptide binding; Potency, µM (titrated, usually from 114 µM), without a hit: at the highest dose activity change, negative = inhibition, most hits filed as inhibitors; 390,000 tested, 0.56% active; also: potency is read from the fitted curve at half-maximal effect; nearly all actives have a fitted effect of over 70% in size; inactives centre near 23
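HP1-beta protein (50 nM final) preincubated 30 min at room temperature with biotinylated H3(1-18)K9me3 peptide (50 nM) in PBS pH 7.4, 0.01% Tween-20, then compound added for 30 min. AlphaScreen streptavidin donor/nickel chelate acceptor beads (10 ug/mL final), 30 min dark, luminescence read.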
Pin1 inh – qHTS Assay to Find Inhibitors of Pin1; Pin1 FP peptide displacement, HiFluor488, 10 min; Potency, µM (highest dose often 115 µM), for the others: at the top dose activity, negative = inhibition, hits mostly inhibitors; 390,000 tested, 0.009% active; AID 504891, 2011; active = well fitted inhibition curve with a large enough effect in the polarisation, with a control signal flat, not every such curve was filed as active; inconclusive = small, poorly fitted or top-dose-only effect, or effect the other way, or a change in a side signal; inactive = no such curve, though single readings can be large or run the other way; the % refers to the polarisation; also: potency is read from the fitted curve at half-maximal effect; % is scaled to controls: 0 for no effect and ±100 for the full control effect
G9a inh – qHTS Assay for Inhibitors of Histone Lysine Methyltransferase G9a; G9a H3K9 monomethylation, AlphaScreen, 2 h; Histone-lysine N-methyltransferase EHMT2 (Homo sapiens), Q96KQ7; 350,000 tested, 8.8% active; Potency, µM (titrated, usually from 102 µM), inactives show top-dose activity, negative = inhibition, hits mostly inhibitors; also: potency is read from the fitted curve at half-maximal effect; % is scaled to controls: 0 for no effect and ±100 for the full control effect; nearly all actives have a fitted effect of over 75% in size
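Methyltransferase reactions run at room temperature for 2 h (20 nM enzyme, 500 nM biotin-H3K9 peptide, 20 uM SAM) after a 15 min compound preincubation; product detected by AlphaScreen beads and anti-H3K9me1 antibody.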
ERG Ets-DNA blk – qHTS for Small Molecule Inhibitors of the ERG Ets/DNA interaction. 370,000 tested, 0.028% active. Transcriptional regulator ERG (Homo sapiens), P11308. Potency, µM (series often up to 76.9 µM), for inactives: at the highest dose FP activity, negative = inhibition, most hits filed as inhibitors. fluorescence polarization, His-ERG Ets domain / labelled DNA; active = well fitted inhibition curve with a large enough effect in the polarisation, with a control signal flat; inconclusive = small, poorly fitted or top-dose-only effect, or effect the other way, or a change in a side signal; inactive = no such curve, though single readings can be large or run the other way; the % refers to the polarisation;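 also: polarization taken with two DNA probes labelled with fluorescein and Texas red; potency is read from the fitted curve at half-maximal effect; % of control where 0% means no effect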
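His-tagged ERG Ets domain (1 uM in the protein solution; 300mM KCl, 50mM Tris-HCl, 1mM EDTA, 1mM DTT, pH 7.5) received compound, then a probe mix of 5 nM fluorescein-DNA and 100nM Texas-615-DNA. Fluorescence polarization was read for both dyes.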
JMJD2A Tudor – qHTS Assay for Inhibitors of JMJD2A-Tudor Domain. Lysine-specific demethylase 4A (Homo sapiens), O75164. AlphaScreen JMJD2A-Tudor / H3K4me3 peptide binding. Potency, µM (series often up to 114 µM), without a hit: top-dose activity change, negative = inhibition, most hits filed as inhibitors. 390,000 tested, 4.4% active. AID 504339, 2011; also: potency is read from the fitted curve at half-maximal effect; % is scaled to controls: 0 for no effect and ±100 for the full control effect; nearly all actives have a fitted effect of over 50% in size
Target sequence (O75164 whole entry, looked up, the tested form may be a part): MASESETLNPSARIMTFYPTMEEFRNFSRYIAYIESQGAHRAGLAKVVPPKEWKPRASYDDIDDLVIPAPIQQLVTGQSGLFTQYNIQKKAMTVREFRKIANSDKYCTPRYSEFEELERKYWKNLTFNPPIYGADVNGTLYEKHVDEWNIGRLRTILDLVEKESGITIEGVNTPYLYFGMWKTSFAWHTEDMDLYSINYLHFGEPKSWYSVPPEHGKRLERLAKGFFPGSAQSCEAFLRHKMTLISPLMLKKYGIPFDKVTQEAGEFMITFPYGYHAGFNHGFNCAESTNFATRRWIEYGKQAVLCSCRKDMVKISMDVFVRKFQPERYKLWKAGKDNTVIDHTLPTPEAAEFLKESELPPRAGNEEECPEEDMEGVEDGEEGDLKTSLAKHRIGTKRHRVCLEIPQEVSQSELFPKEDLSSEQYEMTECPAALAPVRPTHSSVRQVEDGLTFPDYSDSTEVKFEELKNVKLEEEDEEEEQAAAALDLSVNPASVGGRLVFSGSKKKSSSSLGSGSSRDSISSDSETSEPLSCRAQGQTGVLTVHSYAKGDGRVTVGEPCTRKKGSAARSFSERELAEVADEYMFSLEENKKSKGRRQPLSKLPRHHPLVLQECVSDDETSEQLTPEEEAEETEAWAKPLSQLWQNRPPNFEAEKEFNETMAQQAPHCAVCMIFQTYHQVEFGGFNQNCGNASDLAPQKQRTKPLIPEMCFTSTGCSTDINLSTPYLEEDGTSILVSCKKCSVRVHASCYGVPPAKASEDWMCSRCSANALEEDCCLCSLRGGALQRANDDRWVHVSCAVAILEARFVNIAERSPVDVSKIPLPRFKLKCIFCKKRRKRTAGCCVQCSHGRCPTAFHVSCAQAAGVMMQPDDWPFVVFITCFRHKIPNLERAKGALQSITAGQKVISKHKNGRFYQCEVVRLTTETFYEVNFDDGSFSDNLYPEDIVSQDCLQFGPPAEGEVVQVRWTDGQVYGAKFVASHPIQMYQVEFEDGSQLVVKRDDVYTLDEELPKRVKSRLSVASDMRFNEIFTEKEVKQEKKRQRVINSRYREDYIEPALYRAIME
PGK inhibitor – qHTS Assay to Find Inhibitors of Phosphoglycerate Kinase | Phosphoglycerate kinase, glycosomal (Trypanosoma brucei brucei), P07378 | PGK/GAPDH coupled, Kinase-Glo luminescence, 60 min | 380,000 tested, 0.043% active | Potency, µM (top dose mostly 57.5 µM), inactives show at the top dose activity change, negative = inhibition, usual class: inhibitors; also: potency is read from the fitted curve at half-maximal effect; % is scaled to controls: 0 for no effect and ±100 for the full control effect; nearly all actives have a fitted effect of over 60% in size
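Recombinant glycosomal PGK reaction used 1,3-bisphosphoglycerate generated in-well by GAPDH (100nM final) in 100mM TEA pH 7.6, 5mM MgCl2, 0.01% Tween-20. After 60 minutes at room temperature, ATP was read by Kinase-Glo Plus luminescence end-point.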
GLS inh – qHTS for Inhibitors of Glutaminase (GLS); Glutaminase kidney isoform, mitochondrial (Homo sapiens), O94925; GLS enzymatic activity, qHTS titration; Potency, µM (titrated, usually from 45.5 µM), without a hit: at the top dose activity change, negative = inhibition, most hits filed as inhibitors; 410,000 tested, 0.21% active; also: potency is read from the fitted curve at half-maximal effect; % is scaled to controls: 0 for no effect and ±100 for the full control effect
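Assay buffer: 45 mM KH2PO4 pH 8.2, 0.02% Tween-20. hKGA acts on L-glutamine (1 mM solution added); product glutamate is reported by an oxidase/peroxidase Amplex Red coupling, with fluorescence taken at baseline and 30 min.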
PI4K2A block – qHTS for small molecular inhibitors of PI4K2A; Phosphatidylinositol 4-kinase type 2-alpha (Homo sapiens), Q9BTU6; purified PI4K2A, ADP-Glo luminescence, 1 h; stronger effect = lower value; activity change, negative = inhibition, % at 76.9 µM; 420,000 tested, 0.13% active; in the data active = activity change below about -50%; inconclusive = mostly about -30% to -49%;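 also: -100% = wells without enzyme as full effect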
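Compounds are screened against recombinant PI4K2A using PI as substrate and ATP, the latter dispensed at 300 microM. Reactions run one hour at ambient temperature before ADP-Glo detection; full inhibition defined by wells lacking enzyme.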
* marks the source's active call; other numbers are inactive results; i = inactive; ? = inconclusive; / = not tested or not shown; & = joins results of further samples; [ ] = dose if it differs, or a comment. Unless noted, calls follow the shape of the dose curve; as a rule, active = well fitted curve in the direction sought with a large enough effect; inconclusive = small, poorly fitted or top-dose-only effect, or another doubt; inactive = no such curve, though single readings can be large; an effect the other way counts as inactive or inconclusive. The list is partial; count on the stated rates, not on these rows.

SMILES | BAZ2B block | HP1b binding inh | Pin1 inh | G9a inh | ERG Ets-DNA blk | JMJD2A Tudor | PGK inhibitor | GLS inh | PI4K2A block
CCN(CC)C(=O)N[C@H]1C[C@@H]2c3cccc4[nH]cc(c34)C[C@H]2N(C)C1 | -30% | -23% | ? | -3% | 8% | ? | -1% | 24% | -22
Cc1cc(Cl)ccc1OCCCC(=O)NCc1cccs1 | 19% | 30% | -1% | ? | 4% | 14% | 0% | 7% | -4
O=c1cccc2n1C[C@@H]1C[C@@H]2CN(CC(O)c2ccc([N+](=O)[O-])cc2)C1 (stereo partly drawn) | -1% | -1% | 3% | 19% | 1% | -15% | -2% | 0% | 4
Cc1ccc(-c2nc3ccccc3c(=O)n2-c2cccc(O)c2)cc1 | -21% | 23% | -20% | -46% | ? | -15% | -10% | -1% | 1
Cc1ccccc1C(=O)NNC(=S)NC(=O)COc1ccccc1 | ? | ? | -1% | 0.56µM* | / | 4.5µM* | -6%[11.5 µM] | 1% | 1
CC(C)N1CCN(Cc2ccccc2C(F)(F)F)CC1CCO (stereo not drawn) | -14% | 5% | -10% | 19% | ? | -13% | -6% | -12% | -4
O=C1NC(=S)NC(=O)C1=Cc1ccc(Br)s1 | 56µM* | ? | -3% | / | 16% | 28µM* | -14% | -7% | -18
Cn1cc(NC(=O)CCl)cn1 | -13% | 22% | -1% | ? | 1% | -10% | -2% | 2% | -3
Cn1c(O)c(/C=C2/C=CC=N2)c(=O)[nH]c1=O | -1% | 30% | -1% | -2% | 30%[activator] | -4% | -6% | 1% | -8
CN1CCCC(C(O)(c2ccccc2)c2ccccc2)C1 (stereo not drawn) | -17% | 39%[activator] | -3% | / | -3% | 2% | -7% | 9% | 7
CC1CN=C(NCc2ccncc2)S1 (stereo not drawn) | 7% | 16% | -8% | 28%[59 µM] | 4% | -12% | -4% | -3% | -5
COCCn1cc(C(=O)N2CCC3(CC2)OCCO3)c2c3ccccc3n(C)c2c1=O | -6% | 25% | -4% | -42% | -3% | -6% | 6% | -3% | 2
COc1cc(/C=C2/C(=O)NC(=O)N(c3ccc(C)cc3)C2=O)cc(OC)c1OC | -4% | -8% | 3% | -4%[12.7 µM] | 0% | -14% | 2% | -17% | -8
CN1CCN(c2ccc([N+](=O)[O-])c(Sc3nncn3C)c2)CC1 | -3% | 7% | 5% | / | -10% | -10% | -8% | 0% | 1
COC(=O)C1=C(c2ccccc2OCc2ccccc2)C[C@@H]2CC[C@H]1N2C(=O)NCc1cccc(F)c1 | 9% | 4% | -2% | 9%[0.501 µM] | 3% | -24% | i | -1% | -1
CC(Cc1ccccc1Sc1ccccc1O)N(C)C (stereo not drawn) | -4% | 0% | 1% | ? | -8% | -28% | -4% | 38%[activator] | -14
CCOC(=O)[C@]12Cc3c(cc(OC)c(OC)c3OC)[C@H]1N(Cc1ccccc1)C(=O)c1ccccc12 | / | 14% | 17% | / | -13% | -27% | 9% | 5% | -8
CC(=O)Nc1ccccc1C(=O)C(=O)Nc1cccc(C(=O)N2CCC3(CC2)OCCO3)c1 | -9% | 20% | 5% | 0% | -9% | 6% | -3% | -7% | 0
Cc1ccc(NC(=O)[C@@H](NC(=O)N2C[C@H]3C[C@@H](C2)c2cccc(=O)n2C3)C(C)C)cc1 | 7% | 26% | -10% | / | 1% | -11% | -6% | 5% | -4
COC(=O)Cn1cc(C(=O)c2ccccc2F)c2ccccc21 | -1% | 35%[activator] | -10% | / | 11% | -5% | i | 23% | 0
c1ccc2c(c1)-c1cccc3cccc-2c13 | 300%[activator] | 320%[activator] | 8% | 52%[activator][12.7 µM] | -10% | 199%[activator] | -8% | 4% | 5
Cc1ccsc1-c1nc(CSCC(=O)N2CCC3(CC2)OCCO3)c(C)o1 | -5% | 42%[activator] | 4% | -12%[59 µM] | 12% | -16% | i | 2% | 1
O=C(Cc1c(Cl)cccc1Cl)N1CCN(Cc2ccccc2)CC1 | -7% | 32% | 0% | 5% | -3% | -2% | -9% | -1% | -9
O=[N+]([O-])c1ccc(C[n+]2c(-c3ccccc3)cc(-c3ccccc3)cc2-c2ccccc2)cc1 | -4% | 48%[activator] | -2% | -19%[2.33 µM] | -7% | -29% | -1% | -2% | 3
Cc1cccc(OC(=O)N2CCOCC2)c1 | 8% | 18% | -1% | -26% | -2% | -4% | -8% | -5% | -4
Cc1cccc(OCC(=O)N2CCN(Cc3cccnc3)CC2)c1 | ? | ? | 5% | 0% | 5% | 2.8µM* | 2% | 7% | -11
CCOc1ccc(-n2c(O)c(C=Nc3ccc(N4CCOCC4)cc3)c(=O)[nH]c2=O)cc1 | 5% | 33% | -1% | -50%[59 µM] | -2% | -4% | -6% | 21% | -9
O=C(NCCO)c1nsnc1NCCCl | -4% | 25% | -9% | / | -4% | -19% | i | 11% | 0
COc1ccccc1OCCCn1cc(C(=O)C2CC2)c2ccccc21 | 9% | 61%[activator] | -1% | / | 4% | 9% | i | -11% | -4
COc1ccc(C/C(=N\OC(C)=O)c2ccc(OC)cc2)cc1 | 3% | 59%[activator] | 1% | / | 1% | -2% | ? | -5% | -8

An excerpt of these results, as tab-separated lines.
SMILES	BAZ2B block	HP1b binding inh	Pin1 inh	G9a inh	ERG Ets-DNA blk	JMJD2A Tudor	PGK inhibitor	GLS inh	PI4K2A block
O=C(Cc1c(Cl)cccc1Cl)N1CCN(Cc2ccccc2)CC1	-7%	32%	0%	5%	-3%	-2%	-9%	-1%	-9
CCOc1ccc(-n2c(O)c(C=Nc3ccc(N4CCOCC4)cc3)c(=O)[nH]c2=O)cc1	5%	33%	-1%	-50%[59 µM]	-2%	-4%	-6%	21%	-9

(list continues)
SMILES | BAZ2B block | HP1b binding inh | Pin1 inh | G9a inh | ERG Ets-DNA blk | JMJD2A Tudor | PGK inhibitor | GLS inh | PI4K2A block
CCN1CC2C3CCC(C)(O3)C2C1 (stereo not drawn) | -10% | -13% | -11% | -1% | -5% | -22% | -3% | -6% | -2
CC1CCC2(CC1)NC(=O)N(NC(=O)CCl)C2=O (stereo not drawn) | -1% | 53%[activator] | 0% | -29% | -2% | 2% | i | -3% | 1
O=c1[nH]c(=S)n(Cc2ccc(F)cc2)c(O)c1C=NCc1ccc2c(c1)OCO2 | -1% | 1% | 2% | -4% | -6% | -14% | -9% | -1% | 1
COC(=O)C1=C(c2c(C)noc2C)C[C@@H]2CC[C@H]1N2C(=O)NCc1ccc(C(F)(F)F)cc1 | 2% | 54%[activator] | -6% | -6%[2.33 µM] | 6% | -6% | i | 1% | -3
Fc1ccccc1CCNCc1cccc(Cl)c1Cl | 51%[activator] | 59%[activator] | 1% | -3%[0.0925 µM] | / | 39%[activator] | -8% | 55%[activator] | 2
Nc1ncnc2c1ncn2[C@@H]1O[C@H](COP(=O)(O)OP(=O)(O)OP(=O)(O)O)[C@@H](O)[C@H]1O | 8% | 27% | ? | 35%[59 µM] | -10% | ? | -11% | 18%&7% | -28
O=C1CCCCC1 | 10% | 50%[activator] | -1% | 15%[0.501 µM] | -4% | -7% | -10% | -13% | 3
Cc1ccc(C(C)(C)NC(=O)C2CCC(=O)N(C3CCCCCC3)C2)cc1 (stereo not drawn) | 0% | 34% | 1% | 67%[activator] | -2% | -6% | i | -7% | 0
O=C1CC(c2c(F)cccc2Cl)c2c(c3ccccc3oc2=O)O1 (stereo not drawn) | -16% | 49%[activator] | -14% | -12%[59 µM] | -6% | -15% | / | 7% | 5
CC1(CCl)CN1S(=O)(=O)c1ccccc1 (stereo not drawn) | -5% | 17% | -5% | -4% | -7% | -4%[11.4 µM] | i | 9% | 0
CCSC1=NN1c1cc(C)nc(N)n1 | -11% | -12% | -3% | -3% | -5% | -31% | i | 2% | -1
COc1cc(/C=C/c2nc3ccccc3c(=O)n2-c2ccccc2O)ccc1O | -19% | 8% | ? | -47% | 23% | -15% | i | ? | 0
CCC(=Nc1ccc(OC)cc1OC)c1c(O)n(C)c(=O)n(C)c1=O | -34% | 14% | -12% | ? | 5% | -10% | -6% | 8% | 5
O=C(NP(=O)(N1CC1)N1CC1)c1cc(I)ccc1I | / | 32% | -17% | / | 3% | -30% | 5% | ? | 4
Nc1ccc(-c2ccc(N)cc2)cc1 | / | -3% | -9% | / | -16% | -21% | i | 56%[activator] | 1
Cc1ccc(NC(=O)NCc2ccc3c(c2)CCN3C(=O)c2ccccc2)c(Cl)c1 | 0% | 19%[57 µM] | ? | -7%[59 µM] | 3% | -17% | 9% | 3% | 1
Cc1ccc(OP(=O)(NC(C)c2ccccc2)Oc2ccc(C)cc2)cc1 (stereo not drawn) | 11% | 72%[activator] | -3% | / | 3% | 18% | -1% | -7% | 9
Cc1nn(Cc2ccccc2)c(C)c1C=C1C(=O)NC(=S)NC1=O | -7% | -26% | -2% | 8.9µM* | -10% | 89µM* | i | -6% | -3
